5HT1a antag = blocks the human serotonin 5-HT1a receptor; P08908; CHO 5-HT1a Ga15 NFAT-bla reporter, antagonist mode; 0.68% of 62,000 active; AID 612; inhibition, % at 10 µM;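 active means inhibition above the mean of all tested compounds plus 3 SD, cut at about 43% in these data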;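 further: receptor stimulated by 5-CT agonist at 100 nM near EC80; beta-lactamase reporter measured by ratiometric fluorescence of a cleavable substrate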
A340 absorber = compound absorbs light at 340 nm. fold change at 10 µM. AID 708. compound absorbance at 340 nm, fold over control. 65,000 tested, under 10 active;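 active means at 10 µM dose, initial 340 nm absorbance at least 2 fold that of control wells; inactive means change under 2 fold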;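 further: initial absorbance extrapolated from kinetic A340 decline of NADH oxidation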
HTR1E antagonist = antagonists of human 5-HT1E serotonin receptor. P28566. CHO 5-HT1E Ga15 NFAT-bla reporter, FRET, antagonist. inhibition, % at 6 µM. 0.99% of 65,000 active. AID 571;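 active means inhibition above a set limit, the mean inhibition across every tested compound plus 3 SD, cut at about 29% in these data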;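 further: signal is the 460 over 535 nm emission ratio of beta-lactamase substrate; 0% = agonist plus DMSO wells and 100% = wells without agonist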
S1P1 ag-PAM = S1P1 (human) agonism or agonism potentiation; S1P1 CRE-bla cells, forskolin, beta-lactamase FRET, potentiator mode; S1P1 agonist co-added at EC20, 2 nM; 100% = saturating reference agonist, 0% = basal; activation, % at 9.5 µM; AID 449; 0.57% of 56,000 active;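 active means activation above a cutoff set at the mean activation of all tested compounds plus 3 SD, cut at about 54% in these data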;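 further: forskolin at 4 µM as EC80 and the EC20 agonist is SEW2871; 100% = SEW2871 at its EC100 plus forskolin at EC80; some compounds past the cut are filed as inactive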
HER2 expr 66K = inhibitors of human Her2 kinase expression; P04626; SKBR-3 HER2 protein level, AlphaScreen, 18-24 h; stronger effect = lower value; HER2 level % of control, % at 10 µM; 0.69% of 65,000 active;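 active means HER2 level under 5% of the carrier-only control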;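 further: 100% = DMSO carrier and 0% = 500 nM PU-H71 HSP90 inhibitor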
Target sequence (P04626 whole entry, looked up): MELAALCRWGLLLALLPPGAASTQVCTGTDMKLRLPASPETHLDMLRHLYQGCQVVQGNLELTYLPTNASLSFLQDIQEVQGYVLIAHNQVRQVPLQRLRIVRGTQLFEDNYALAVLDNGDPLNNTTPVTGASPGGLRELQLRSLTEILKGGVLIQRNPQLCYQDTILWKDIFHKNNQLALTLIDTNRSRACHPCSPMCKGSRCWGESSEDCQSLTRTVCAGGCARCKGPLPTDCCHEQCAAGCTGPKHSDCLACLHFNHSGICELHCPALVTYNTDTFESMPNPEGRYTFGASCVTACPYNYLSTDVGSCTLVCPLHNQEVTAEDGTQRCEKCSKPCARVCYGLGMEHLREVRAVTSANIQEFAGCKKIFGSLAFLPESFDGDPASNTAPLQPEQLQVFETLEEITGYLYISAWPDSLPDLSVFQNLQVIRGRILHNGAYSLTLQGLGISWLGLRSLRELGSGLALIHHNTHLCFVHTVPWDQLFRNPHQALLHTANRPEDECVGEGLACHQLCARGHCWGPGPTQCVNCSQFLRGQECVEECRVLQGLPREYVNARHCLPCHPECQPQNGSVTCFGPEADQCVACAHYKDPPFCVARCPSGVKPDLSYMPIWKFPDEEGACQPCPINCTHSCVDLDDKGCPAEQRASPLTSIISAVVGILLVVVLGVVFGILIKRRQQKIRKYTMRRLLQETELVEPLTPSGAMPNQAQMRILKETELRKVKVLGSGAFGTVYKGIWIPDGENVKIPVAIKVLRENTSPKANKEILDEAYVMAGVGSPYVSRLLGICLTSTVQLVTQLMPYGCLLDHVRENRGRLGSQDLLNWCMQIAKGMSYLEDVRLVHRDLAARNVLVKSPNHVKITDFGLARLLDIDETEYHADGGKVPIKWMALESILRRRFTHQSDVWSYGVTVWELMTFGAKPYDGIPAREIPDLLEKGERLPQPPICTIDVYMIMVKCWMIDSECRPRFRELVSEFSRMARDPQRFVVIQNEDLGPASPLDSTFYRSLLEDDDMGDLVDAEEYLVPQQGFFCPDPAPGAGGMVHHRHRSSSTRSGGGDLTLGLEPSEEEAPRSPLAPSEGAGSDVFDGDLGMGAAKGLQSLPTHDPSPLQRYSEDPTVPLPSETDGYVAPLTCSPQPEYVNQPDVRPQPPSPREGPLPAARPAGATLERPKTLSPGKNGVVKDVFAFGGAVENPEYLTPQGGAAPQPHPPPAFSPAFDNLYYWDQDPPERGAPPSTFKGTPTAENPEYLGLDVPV
Autofluor 339 = intrinsic fluorescence of library compounds, ex339/em460 – biochemical, MLSMR library, data from DPM-DC assay, artefact control, profiling panel. compound autofluorescence, ex339/em460 nm, NADH buffer; stronger effect = higher value; 1 = no-compound wells, NADH background. fluorescence fold increase at 10 µM. 5.5% of 65,000 active;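 active means at 10 µM, mean starting fluorescence two-fold or more over control wells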;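 further: signal is the first read of a kinetic run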
5HT1E ag = activates the human 5-HT1E serotonin receptor | CHO 5-HT1E Ga15 NFAT-bla reporter, FRET; 0% DMSO wells, 100% control agonist wells | 0.69% of 65,000 active | P28566 | activation, % at 6 µM;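 active means activation above a set limit, the screen-wide mean activation plus 3 SD, cut at about 8.5% in these data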;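 further: 100% = positive control agonist at 1 µM giving full maximal response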
S1P3 agonist = activates the human S1P3 receptor | activation, % at 4.5 µM | S1P3 NFAT-BLA reporter cells, agonism, FRET ratio; relative to 1 µM S1P, basal subtracted | 0.1% of 60,000 active | Q99500 | AID 373;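 active means activation above the screen-wide mean plus 3 SD, cut at about 4.5% in these data, passing the limit was not always enough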; further: some compounds called inactive have numbers as strong as hits
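Assay system: stable CHO line with human S1P3, Gα16, NFAT-BLA reporter; Detection: FRET β-lactamase substrate fluorescence, excitation 405 nm, 460/535 nm emission ratio, background-subtracted; Read-out: percent activation versus median 1 µM S1P response, basal-subtracted, per plate; Incubation: cells plated overnight, compound 4 h 37 °C, substrate 2 h RT.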
MMP-13 inhibitor = inhibitors of human MMP13. AID 570. inhibition, % at 4 µM. 0.07% of 65,000 active. MMP-13 fTHP FRET cleavage, Mca fluorescence. P45452;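 active means inhibition above the mean of compound-free control plate wells plus 3 SD, cut at about 14% in these data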;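 further: 0% = DMSO wells and 100% = wells with reference MMP-13 inhibitor after basal subtraction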
* hit, by the source's call.

CC(C)CCNC(=O)CCn1nc(-c2ccccc2)ccc1=O was read as 5HT1a antag -1, A340 absorber 1, HTR1E antagonist -3, S1P1 ag-PAM 0, HER2 expr 66K 91, Autofluor 339 1.1, 5HT1E ag 0.4, S1P3 agonist 0.3 and MMP-13 inhibitor -6.
`COC(=O)c1c(C(=O)OC)c2n(c1C)Cc1ccccc1C2` gave 5HT1a antag 9, A340 absorber 1, HTR1E antagonist 9, S1P1 ag-PAM -17, HER2 expr 66K 98, Autofluor 339 1.1, 5HT1E ag -0.2, S1P3 agonist -0.3 and MMP-13 inhibitor -5.
For O=P(c1ccccc1)(c1ccccc1)C(O)c1ccncc1 (configuration not stated) the results were 5HT1a antag -2, A340 absorber 1, HTR1E antagonist -11, S1P1 ag-PAM -3, HER2 expr 66K 100, Autofluor 339 1.1, 5HT1E ag 1.6, S1P3 agonist 0.1 and MMP-13 inhibitor 4.
Cc1cc(NC(=O)CSc2nnc(Cn3c(=O)sc4ccccc43)n2-c2ccccc2C)no1 was read as 5HT1a antag -7, A340 absorber 1.1, HTR1E antagonist 0, S1P1 ag-PAM 6, HER2 expr 66K 101, Autofluor 339 1.1, 5HT1E ag 0.4, S1P3 agonist -1.6 and MMP-13 inhibitor -2.
CCOC(=O)c1ccc(S(=O)(=O)NC2CCCCCCC2)n1C was read as 5HT1a antag 3, A340 absorber 0.99, HTR1E antagonist 11, S1P1 ag-PAM -14, HER2 expr 66K 74, Autofluor 339 1, 5HT1E ag 0.3, S1P3 agonist -0.7 and MMP-13 inhibitor -2.
For OC(COc1ccc(OCC(O)CN2CCCCCC2)cc1)CN1CCCCCC1 (configuration not stated) the results were 5HT1a antag 9, A340 absorber 1, HTR1E antagonist 2, S1P1 ag-PAM -34, HER2 expr 66K 122, Autofluor 339 1.1, 5HT1E ag -0.3, S1P3 agonist -0.2 and MMP-13 inhibitor 1.
For O=C1CC(c2ccc3c(c2)OCO3)Sc2nc3ccccc3n21 (configuration not stated) the results were 5HT1a antag 1, A340 absorber 1, HTR1E antagonist 4, S1P1 ag-PAM -10, HER2 expr 66K 84, Autofluor 339 1.1, 5HT1E ag 0.0, S1P3 agonist -2.0 and MMP-13 inhibitor 0.
Screening OCCNc1nc(Nc2ccccc2)nc(Nc2ccccc2)n1 returned 5HT1a antag -3, A340 absorber 1, HTR1E antagonist 7, S1P1 ag-PAM -7, HER2 expr 66K 90, Autofluor 339 1.1, 5HT1E ag -0.9, S1P3 agonist -0.8 and MMP-13 inhibitor -3.
O=C(O)C1CCCCC1C(=O)NCCc1cccc(Cl)c1 (configuration not stated) was read as 5HT1a antag 2, A340 absorber 0.98, HTR1E antagonist -8, S1P1 ag-PAM -12, HER2 expr 66K 79, Autofluor 339 1.1, 5HT1E ag 4.5, S1P3 agonist -0.1 and MMP-13 inhibitor 0.
For CCOC(=O)C1CCN(C(=O)c2c(-c3c(F)cccc3Cl)noc2C)CC1 the results were 5HT1a antag 8, A340 absorber 0.98, HTR1E antagonist 7, S1P1 ag-PAM 8, HER2 expr 66K 126, Autofluor 339 1.2, 5HT1E ag -0.2, S1P3 agonist -0.9 and MMP-13 inhibitor -1.
C#CCn1cc[n+](CC(=O)N(C)C)c1 was read as 5HT1a antag -2, A340 absorber 1, HTR1E antagonist -4, S1P1 ag-PAM 0, HER2 expr 66K 175, Autofluor 339 1.1, 5HT1E ag 0.2, S1P3 agonist 0.7 and MMP-13 inhibitor -5.
CCN(CC)S(=O)(=O)c1ccc(NC(=O)Cn2c(=O)sc3ccccc32)cc1 was read as 5HT1a antag -6, A340 absorber 1, HTR1E antagonist 1, S1P1 ag-PAM 3, HER2 expr 66K 77, Autofluor 339 1.2, 5HT1E ag -0.1, S1P3 agonist -1.0 and MMP-13 inhibitor -1.
For Cc1ccc(-n2c(CNc3ccc(F)cc3)nnc2SCC(=O)N2CCCC2)cc1 the results were 5HT1a antag -14, A340 absorber 0.95, HTR1E antagonist -3, S1P1 ag-PAM 2, HER2 expr 66K 95, Autofluor 339 1.1, 5HT1E ag -0.4, S1P3 agonist 0.7 and MMP-13 inhibitor -3.
Screening COc1ccc(CN2CC34C=CC(O3)C(C(=O)O)C4C2=O)cc1 (configuration not stated) returned 5HT1a antag 10, A340 absorber 1, HTR1E antagonist 0, S1P1 ag-PAM -29, HER2 expr 66K 97, Autofluor 339 1.1, 5HT1E ag -0.8, S1P3 agonist -0.2 and MMP-13 inhibitor 0.
CCCc1cc(=O)[nH]c(SCC(=O)N(CC(C)C)C2CCS(=O)(=O)C2)n1 (configuration not stated) was read as 5HT1a antag -5, A340 absorber 1, HTR1E antagonist 2, S1P1 ag-PAM 6, HER2 expr 66K 74, Autofluor 339 1, 5HT1E ag 0.3, S1P3 agonist -0.1 and MMP-13 inhibitor -7.
For COc1cc(OC)c(C2CC(=O)N3CN(c4ccccc4)CSC3=C2C#N)cc1OC (configuration not stated) the results were 5HT1a antag -3, A340 absorber 1.1, HTR1E antagonist 4, S1P1 ag-PAM -12, HER2 expr 66K 51, Autofluor 339 1.1, 5HT1E ag 0.7, S1P3 agonist -1.1 and MMP-13 inhibitor 2.
O=C(CCc1nc2ccccc2[nH]1)Nc1ccc2c(c1)OCCO2 was read as 5HT1a antag -2, A340 absorber 1, HTR1E antagonist 6, S1P1 ag-PAM 2, HER2 expr 66K 106, Autofluor 339 1, 5HT1E ag 0.7, S1P3 agonist -0.4 and MMP-13 inhibitor 4.
For Clc1c(-c2nnc3n2CCC3)sc2ccccc12 the results were 5HT1a antag 0, A340 absorber 1.3, HTR1E antagonist -10, S1P1 ag-PAM 25, HER2 expr 66K 108, Autofluor 339 1.3, 5HT1E ag 0.0, S1P3 agonist -0.1 and MMP-13 inhibitor 1.
Screening O=C(CCN1CCCCCC1)Nc1cccc(Cl)c1 returned 5HT1a antag 7, A340 absorber 0.99, HTR1E antagonist -8, S1P1 ag-PAM -3, HER2 expr 66K 129, Autofluor 339 1, 5HT1E ag -0.8, S1P3 agonist 0.2 and MMP-13 inhibitor -3.
`COc1ccc(C(=O)Nn2c(SCC(=O)NCc3ccco3)nc3ccccc3c2=O)cc1` gave 5HT1a antag -5, A340 absorber 1.1, HTR1E antagonist -11, S1P1 ag-PAM 28, HER2 expr 66K 75, Autofluor 339 1.2, 5HT1E ag 0.6, S1P3 agonist -1.0 and MMP-13 inhibitor 1.
Cc1cc(-n2nnc3ccccc32)nc2ccccc12 was read as 5HT1a antag 10, A340 absorber 1.1, HTR1E antagonist -8, S1P1 ag-PAM -14, HER2 expr 66K 85, Autofluor 339 1.1, 5HT1E ag 0.3, S1P3 agonist -0.7 and MMP-13 inhibitor -1.
Cc1cc(C)n(C(=O)CNC(=O)COc2ccccc2)n1 was read as 5HT1a antag -6, A340 absorber 1, HTR1E antagonist -7, S1P1 ag-PAM -4, HER2 expr 66K 110, Autofluor 339 1.1, 5HT1E ag 0.4, S1P3 agonist -1.6 and MMP-13 inhibitor -4.
COc1cc(C(=O)Nc2nc3ccccc3[nH]2)cc(OC)c1OC was read as 5HT1a antag -5, A340 absorber 1, HTR1E antagonist 10, S1P1 ag-PAM -29, HER2 expr 66K 96, Autofluor 339 1.1, 5HT1E ag -0.1, S1P3 agonist -0.6 and MMP-13 inhibitor -2.
For Cc1noc(C)c1CSc1nnc(C)c(=O)[nH]1 the results were 5HT1a antag -8, A340 absorber 0.97, HTR1E antagonist -1, S1P1 ag-PAM -5, HER2 expr 66K 107, Autofluor 339 1.1, 5HT1E ag -0.4, S1P3 agonist -0.1 and MMP-13 inhibitor -1.
For O=C(O)C1CCN(S(=O)(=O)c2cccnc2)CC1 the results were 5HT1a antag 14, A340 absorber 1, HTR1E antagonist -4, S1P1 ag-PAM -21, HER2 expr 66K 98, Autofluor 339 1.1, 5HT1E ag -0.3, S1P3 agonist -1.2 and MMP-13 inhibitor 2.
CC(=O)N1CCN(C(=O)c2cccc(S(=O)(=O)Nc3ccc(C)cc3)c2)CC1 was read as 5HT1a antag -12, A340 absorber 1, HTR1E antagonist -1, S1P1 ag-PAM -12, HER2 expr 66K 128, Autofluor 339 1.1, 5HT1E ag -0.1, S1P3 agonist -0.1 and MMP-13 inhibitor 0.
For CN1CCN(CC(=O)Nc2c(C(=O)C3CC3)oc3ccccc23)CC1 the results were 5HT1a antag -6, A340 absorber 1.1, HTR1E antagonist 9, S1P1 ag-PAM 9, HER2 expr 66K 114, Autofluor 339 1.1, 5HT1E ag 2.1, S1P3 agonist -0.5 and MMP-13 inhibitor 2.
`CCC(=O)N1CCc2cc(S(=O)(=O)NCCC(=O)N3CCc4ccccc4C3)ccc21` gave 5HT1a antag 4, A340 absorber 0.99, HTR1E antagonist -1, HER2 expr 66K 96, Autofluor 339 1.1, 5HT1E ag -0.1 and MMP-13 inhibitor 2.
C/C(Cl)=C/Cn1c(NCCN(C)C)nc2c1c(=O)n(C)c(=O)n2C was read as 5HT1a antag 4, A340 absorber 0.98, HTR1E antagonist 1, S1P1 ag-PAM 9, HER2 expr 66K 89, Autofluor 339 1.1, 5HT1E ag -0.7, S1P3 agonist 0.4 and MMP-13 inhibitor -3.
Screening COC(=O)Cn1c2ccccc2c2nc(C)sc21 returned 5HT1a antag -5, A340 absorber 1, HTR1E antagonist 4, S1P1 ag-PAM -28, HER2 expr 66K 78, Autofluor 339 1.1, 5HT1E ag 0.3, S1P3 agonist 0.1 and MMP-13 inhibitor 3.
CC1=C(C(=O)OCC2CCCO2)C(c2ccncc2)C2=C(CC(C)(C)CC2=O)N1 (configuration not stated) was read as 5HT1a antag -2, A340 absorber 1.1, HTR1E antagonist 1, HER2 expr 66K 137, Autofluor 339 2.1*, 5HT1E ag 0.9, S1P3 agonist -0.3 and MMP-13 inhibitor -48.
For Cc1nc2ncnn2c(C)c1CCC(=O)NC(C)CCc1ccco1 (configuration not stated) the results were 5HT1a antag 0, A340 absorber 1, HTR1E antagonist -4, S1P1 ag-PAM -2, HER2 expr 66K 96, Autofluor 339 1.1, 5HT1E ag 0.0, S1P3 agonist 0.7 and MMP-13 inhibitor -4.
`COc1ccccc1NC(=O)CSc1nc2nc(C)cc(C)c2c(=O)[nH]1` gave 5HT1a antag -1, A340 absorber 1.1, HTR1E antagonist -4, HER2 expr 66K 93, Autofluor 339 1.1, 5HT1E ag -0.1, S1P3 agonist -0.2 and MMP-13 inhibitor 6.
For Cc1cc(CC(C)C)n(-c2nc3ccccc3c(=O)n2OCC(=O)N(C)C)n1 the results were 5HT1a antag -6, A340 absorber 1, HTR1E antagonist 3, S1P1 ag-PAM -7, HER2 expr 66K 85, Autofluor 339 1.1, 5HT1E ag -0.4, S1P3 agonist -0.7 and MMP-13 inhibitor 0.

Looked up one by one from above:
For CN1CCN(CC(=O)Nc2c(C(=O)C3CC3)oc3ccccc23)CC1 the results were 5HT1a antag -6, A340 absorber 1.1, HTR1E antagonist 9, S1P1 ag-PAM 9, HER2 expr 66K 114, Autofluor 339 1.1, 5HT1E ag 2.1, S1P3 agonist -0.5 and MMP-13 inhibitor 2.
`COc1ccccc1NC(=O)CSc1nc2nc(C)cc(C)c2c(=O)[nH]1` gave 5HT1a antag -1, A340 absorber 1.1, HTR1E antagonist -4, HER2 expr 66K 93, Autofluor 339 1.1, 5HT1E ag -0.1, S1P3 agonist -0.2 and MMP-13 inhibitor 6.

Assay outcomes deposited in PubChem BioAssay by several laboratories.
